p53ts 39C kill: p53ts cell cytotoxicity, nonpermissive temperature | H1299-p53A138V viability at 39C, ATP luminescence, 24 h | Potency, µM (series often up to 46.1 µM), inactives show at the highest dose activity change, negative = cell killing, usual class: cytotoxic | actives 1.5% (n = 130,000); further: nearly all actives have a fitted effect of over 55% in size
p53ts 32C kill: kills p53ts cells at the permissive temperature; H1299-p53A138V at 32C, ATP luminescence viability, 24 h; Potency, µM (top dose mostly 46.1 µM), for inactives: top-dose activity change, negative = cytotoxicity, most hits filed as cytotoxic; actives 0.93% (n = 130,000);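 further: 0% = DMSO and -100% = full killing by reference compound; nearly all actives have a fitted effect of over 55% in size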
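Viability by ATPlite luminescence after 24 h compound treatment (up to 46 uM) at the permissive 32C. Cells are H1299 carrying p53 A138V. Scale runs from DMSO basal to 100 uM tamoxifen as full kill; AC50 from Hill fits.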
Peg3 imprint: genomic imprint erasure induction. mouse ES Peg3-LacZ reporter, beta-gal luminescence, 40 h. Potency, µM (series often up to 60.7 µM), without a hit: at the top dose activity change, positive = activation, most hits filed as activators. actives 0.02% (n = 110,000);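 further: 0% = negative control wells on the plate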
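Gelatin-coated wells received 300 freshly trypsinized female ES cells with a Peg3LacZ-Neo reporter on the maternal allele, then incubated 40 hours at 37C. BetaGlo was added for 5 minutes at room temperature before a single luminescence read.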
IkB signaling: inhibitors of IkB signaling in ABC-DLBCL cells; ABC-DLBCL IkBa-CBG/CBR dual luciferase ratio, 4 h; response scale: scaled: untreated 0%, proteasome inhibitor 100%; Potency, µM (highest dose often 57.1 µM), for the others: at the highest dose IkBa stabilization activation; actives 0.04% (n = 110,000); AID 445; active means well fitted curve in the direction sought with a large enough effect in the signal ratio, not every such curve was filed as active; inconclusive means small, poorly fitted or top-dose-only effect, or a change in a side signal; the % refers to the signal ratio;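 further: the direction sought is a rising ratio; 0% = basal untreated cells and 100% = reference inhibitor full response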
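Curves were fitted separately to fusion (green), unfused (red) and ratio luminescence, then classed by r2, magnitude and activity. Cells: OCI-Ly3, 4 h compound plus doxycycline at 37C; 10 uM MG-132 defined full response.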
An asterisk follows results filed as active; ? = inconclusive; nt = not tested or not shown; & = joins results of further samples; [ ] = another dose, or the depositor's remark. Unless noted, the call rests on the fitted dose curve; in most records, active means well fitted curve in the direction sought with a large enough effect; inconclusive means small, poorly fitted or top-dose-only effect, or another doubt; inactive means no such curve, though single readings can be large; an effect the other way counts as inactive or inconclusive. Unless noted, on the % scale 0 is the no-effect control and ±100 the full control effect; potency means the concentration at half of the fitted maximal effect.

SMILES	p53ts 39C kill	p53ts 32C kill	Peg3 imprint	IkB signaling
COc1ccc2[nH]cc(C(=O)CN3CCCCC3)c2c1	0%	-6%	-17%	2.4%
CCOC(=O)CCN(Cc1cccs1)S(=O)(=O)c1ccc(Cl)cc1	0%	1%	-12%	1.6%
CSc1nc(C)cc(Nc2ccc(O)c(CN3CCOCC3)c2)n1	3%[9.22 µM]	7%[9.22 µM]	-13%[10.9 µM]	-1.5%[11.4 µM]
Cc1ccc2cc3cc(C(=O)N4CC(C)CC(C)C4)oc3nc2c1 (stereo not drawn)	-18%	-2%	-19%	?
O=C(O)Cc1sc(Nc2ccc(C(=O)O)cc2)nc1-c1ccccc1	43%[activator]	-13%	-5%[10.9 µM]	?
Cc1ccc(-n2c(SCc3cccc(F)c3)nc3[nH]ncc3c2=O)cc1C	0%	-18%	-10%[10.9 µM]	-2.8%
COc1ccc(C(=O)N(Cc2nc(-c3ccc(C)cc3)no2)C(C)C)cc1OC	2%	14%	-7%	0.8%
CCOC(=O)c1c(S(=O)(=O)N2CCCC(C(=O)NCc3ccccc3Cl)C2)c(C)n(C)c1C (stereo not drawn)	42%[activator]	7%	23%[10.9 µM]	-1.8%
CCOCCCNC(=O)c1cc2c(-c3ccc(OC)c(OC)c3)nn(C)c2s1	14%	5%	11%[10.9 µM]	0.4%
CCCCN(CC)CCNC(=O)Cn1cnc2sc(C)c(S(=O)(=O)N3CCOCC3)c2c1=O	7%	9%	5%	-0.6%
CCC(=O)Oc1cc(C(C)(C)C)cc2cc(-c3nc(-c4ccc(OC)cc4OC)no3)c(=O)oc12	5%	-3%	12%[10.9 µM]	-4.5%
COc1ccccc1N1CCN(C(=O)c2nc(-c3ccc(C)cc3)n3c2CCCCC3)CC1	?	-18%	-26%[10.9 µM]	?
Nc1nnc(SCC(=O)NC2CCCCC2)n1-c1ccccc1	2%	-1%	-1%	1.2%
CSc1nc(NCCOC(C)=O)c(C#N)c(-c2ccc(C(C)(C)C)cc2)n1	22%	7%	-12%[10.9 µM]	1.7%
Cc1ccc(-c2nc(COC(=O)c3c(C)noc3C)cs2)cc1	-25%	-13%	-27%	1.3%
COCC(=O)N1CCC2(CCCN(c3ccccc3)C2)CC1	-5%	1%	nt	-2.4%[11.4 µM]
CCCCCC1CC(CC(=O)Nc2nncs2)C(=O)O1 (stereo not drawn)	-4%	-6%	nt	nt
COc1ccc(CCN2CC3=C(C2=O)C(c2ccccc2)NC(=O)N3C)cc1OC (stereo not drawn)	-10%	4%	-4%	-0.1%
CCOC(=O)Oc1ccc2oc(=O)cc(C)c2c1	17%	1%	-33%[inhibitor]	-0.6%
O=C(c1ccc(F)cc1)n1nc(-c2cccnc2)nc1NCc1ccc(F)cc1	8%	6%	11%[10.9 µM]	?
CC1CCCN(C(=O)c2cc(F)c(F)cc2Cl)C1 (stereo not drawn)	0%	8%	-12%	1.4%
C(/CCc1ccccc1)=N\n1cnnc1	-3%	-2%	0%	-5.6%
COc1ccc(S(=O)(=O)N2CCN(c3ccccc3OC)CC2)cc1	6%	24%	-21%[10.9 µM]	?
O=c1n(-c2ccccc2)c(=O)n2n1CC[C@H]1/C(=N\OC[C@@H](O)COCc3ccco3)[C@H]3O[C@@H]3[C@@H](O)[C@@H]12	1%&4%[9.22 µM]	7%&3%[9.22 µM]	nt	nt
COc1ccc(-c2cc(C(=O)Oc3ccc(C)c(C)c3)c3ccccc3n2)cc1	-18%	-15%	-8%[10.9 µM]	5.8%
Further compounds
SMILES	p53ts 39C kill	p53ts 32C kill	Peg3 imprint	IkB signaling
CCN(CCNC(=O)C1CCCN(S(=O)(=O)c2cnc[nH]2)C1)c1ccccc1 (stereo not drawn)	3%	1%	17%	1.8%
Clc1cccc(-n2ncc3c(N4CCC(Cc5ccccc5)CC4)ncnc32)c1	-24%	4%	4%[10.9 µM]	?
Cc1ccc(CN2CCSc3ccc(C(=O)NCc4ccc(OC(C)C)cc4)cc32)cc1	12%	9%	-12%[10.9 µM]	?
O=C(O)c1c2c(nc3ccc(S(=O)(=O)N4CCC(C(=O)NC5CCCC5)CC4)cc13)CCCCC2	3%	3%	6%	0.1%
CCOC(=O)C1CCN(Cc2ccc(N(C)C)cc2)CC1	12%	0%	-9%	0.7%
Cc1ccc(OC(=O)c2ccc(C)c(C)c2)cn1	-2%	-5%	-8%	-2.3%
Cc1sc(NC(=O)C2c3ccccc3Oc3ccccc32)c(C(=O)OC(C)C)c1C	4%	-2%	5%[10.9 µM]	1.8%
COc1ccc(-n2ncc3c(N4CCN(c5cccc(C)c5)C(C)C4)ncnc32)cc1 (stereo not drawn)	?	9%	23%[10.9 µM]	?
O=C(O)CCCCCNc1nc2ncn(Cc3ccccc3)c2c(=O)[nH]1	0%	-4%	4%	0.9%
O=C(NC1CC(=O)N(c2ccccc2)C1)c1cc2ccccc2o1 (stereo not drawn)	13%	1%	-10%[10.9 µM]	-1.2%
Cc1ccc(C)c(NC(=O)n2ncc3cc(Cl)ccc32)c1	6%	0%	-11%[10.9 µM]	?
CCCCOc1ccc(-c2nnn(CC(=O)Nc3ncc(CC(=O)OCC)s3)n2)cc1	-25%	-12%	-8%	?
Cc1ccc2nc(-c3ccc(N)cc3)sc2c1S(=O)(=O)O	16µM*	-8%[1.84 µM]	-89%[inhibitor]	1.9%
O=C(Oc1ccccc1F)c1nc(SCc2ccccc2F)ncc1Cl	-14%	7%	-41%[inhibitor][10.9 µM]	-0.1%
Cn1c(SCCS(=O)(=O)c2ccc(Cl)cc2)nnc1-c1ccccc1	0%	0%	-11%	0.9%
COc1c(C)cc(Br)cc1C(=O)Nc1cccc(-c2nc3ncccc3o2)c1	8%	38%[activator]	-31%[inhibitor]	?
Cc1cc(C)nc(N2CCC(C(=O)NCc3ccco3)CC2)n1	-7%	7%	-6%	0.8%
Cc1cccc(C)c1NC(=O)CCCN1C(=O)CCn2nc(-c3cn(C)c4ccccc34)cc21	-18%	-4%	-7%[10.9 µM]	-0.2%
Cc1cc(NC(=O)c2cc(C(C)C)on2)no1	-20%	-20%	-32%[inhibitor]	5.3%
CCCNC(=O)c1ccc(Cn2c(=O)c3cccn3c3cccnc32)cc1	22%	0%	-9%[10.9 µM]	-0.4%
CC1CCCCN1C(=O)Cn1c(=O)n(C2CCCCC2)c(=O)c2ccccc21 (stereo not drawn)	-14%	13%	4%	1.6%
O=C(Cc1ccc2c(c1)OCCO2)c1c(O)cc(O)cc1O	-5%	-1%	-13%	?
CC1(C)CC(=O)C(C=NCCN2CCN(CCCCS(=O)(=O)O)CC2)=C(O)C1	3%	-10%	-4%	6.7%
Cc1csc(-c2nc3ccccc3n2C)n1	25µM*	16µM*	18%	nt
CC(NC(=O)c1cccnc1)c1ccc2c(c1)OCO2 (stereo not drawn)	2%	0%	-16%	-2.2%
(further entries)
SMILES	p53ts 39C kill	p53ts 32C kill	Peg3 imprint	IkB signaling
CCOC(=O)N1CCC(NC(=O)CN2C(=O)CSc3ncccc32)CC1	26%	-1%	-10%	-2.0%
CCCc1cc(C(N)=O)c(NC(=O)c2ccco2)s1	-13%	7%	-20%	-4.7%
COc1ccc(NC(=O)Nc2cc(C)ccn2)cc1	6.3µM*	7.9µM*	-53%[inhibitor]	3.5%
O=C(COc1ccccc1)NCc1ccc2c(c1)OCO2	-10%	-2%	-8%	-2.0%
Cc1ccc2c(c1)C1CN(C)CCC1N2C(=O)Nc1ccc(Cl)cc1 (stereo not drawn)	-24%	4%	-11%	?
COc1ccc(S(=O)(=O)Cc2ccc(C(=O)NC3CC3)o2)cc1	3%	4%	-10%	-2.0%
CC(C)C(=O)Nc1sc2c(c1C#N)CCCCC2	-8%	-23%	nt	nt
Cc1cc(C(F)(F)F)c2c(C)nn(CCc3nn[nH]n3)c2n1	6%	1%	-7%	0.0%
C=CCn1c(-c2cc(OC)cc(OC)c2)n[nH]c1=S	6%	0%	-1%	0.1%
CC(CC(C)C(=O)N1CCOCCN(C(=O)C(C)CC(C)C(=O)O)CCOCC1)C(=O)O (stereo not drawn)	5%	0%	nt	0.5%
CC(C)(C)c1cc(C(=O)NCc2ccco2)ccn1	6%	-3%	-14%	1.1%
CS(=O)(=O)N(CCC(=O)O)Cc1ccccc1	-3%	5%	-4%	0.0%
Cc1sc(-n2cccc2)c(C(=O)O)c1C	-21%	-9%	?	3.6%
O=C1CC(N2CCC(O)(c3ccc(Cl)cc3)CC2)C(=O)N1Cc1ccc(N2CCCC2=O)cc1 (stereo not drawn)	2%	-8%	-20%	?
O=C(CCn1nnc2ccccc21)Nc1nnc(-c2ccccc2F)s1	11%	3%	nt	-0.3%
Cc1cc(C)c2c(-n3cccc3)c(C(=O)O)sc2n1	4%	11%	14%	-2.7%
Cc1ccc2c(c1)NC(=O)C(CC(=O)NCCCN1CCCC1)O2 (stereo not drawn)	0%	4%	-17%	1.4%
CCOc1ccc(S(=O)(=O)n2cnc3cc(C)c(C)cc32)cc1	-10%	7%	-15%	?
CC1(C)S[C@@H]2[C@H](NC(=O)[C@@H](N)c3ccc(O)cc3)C(=O)N2[C@H]1C(=O)O	9%[20.6 µM]	-6%[20.6 µM]	-10%[16.8 µM]	3.2%[25.6 µM]
Cc1oc2nc(SCC(=O)N3CCCCC3)nc(N)c2c1C	-8%	-15%	-21%	-1.3%
Cc1ccc(OCC(=O)Nc2cc(-c3nc4ccccc4[nH]3)ccc2C)c(C)c1	0%	-6%	-18%[10.9 µM]	-1.8%
COc1cccc(CNC(=O)C(NS(=O)(=O)c2ccc3nc(C)sc3c2)C(C)C)c1 (stereo not drawn)	-13%	12%	27%[10.9 µM]	?
COc1ccc(CCCC(=O)O)c(C)c1	10%	-10%	0%[10.9 µM]	-0.8%
Cc1ccc(OCc2nc(-c3ccc(C(=O)N4CCN(c5ccc(Cl)cc5)CC4)cc3)oc2C)cc1	-20%	-2%	-8%[10.9 µM]	?
CC(=O)Cc1nsc(NC(=O)c2ccc(-c3cccc(C(F)(F)F)c3)o2)n1	-6%	4%	-19%	1.6%
Following part.
SMILES	p53ts 39C kill	p53ts 32C kill	Peg3 imprint	IkB signaling
CCOC(=O)c1sc(NS(=O)(=O)c2ccc(NC(C)=O)cc2)nc1C	5%	-8%	10%	0.8%
O=C(c1ncc[nH]1)c1ccccc1C(=O)N1CCOCC1	3%	-1%	3%	2.8%
COc1ccc(NC(=O)CN2CCCN(Cc3ccccc3)S2(=O)=O)cc1	-4%	10%	6%[10.9 µM]	?
Cc1ccccc1S(=O)(=O)Cc1ccc(C(=O)N2CCN(c3ccc(F)cc3)CC2)o1	-1%	9%	-18%	?
CCOC(=O)c1c(NC(=O)/C=C/c2ccc(OCC)cc2)sc(C(C)=O)c1C	7%	-4%	-3%[10.9 µM]	-0.2%
Cc1cc(F)ccc1NC(=O)CCS(=O)(=O)c1cc2c3c(c1)CCN3C(=O)CC2	4%	2%	5%[10.9 µM]	-0.6%
COc1ccc(-c2oc3ncnc(NCCCN4CCOCC4)c3c2-c2ccc(OC)cc2)cc1	?	-11%	-9%	0.8%
CCc1nn(CC(=O)NC2CC2)c(=O)c2cc3c(OC)cccc3n12	13%	8%	9%[10.9 µM]	-0.3%
COC(=O)c1cc2c(cc1Cl)SC(=NCCCN1CCOCC1)NS2(=O)=O	1%	-1%	-9%	2.2%
CSc1nsc(SC)c1C(=O)OCC(F)(F)F	4%	-12%	-9%	0.2%
COc1c(N2C[C@@H]3CCCN[C@H]3C2)c(F)cc2c(=O)c(C(=O)O)cn(C3CC3)c12	10%	9%	-8%	nt

Compounds shown so far with two or more sulfur atoms, in the order listed:
SMILES	p53ts 39C kill	p53ts 32C kill	Peg3 imprint	IkB signaling
CCOC(=O)CCN(Cc1cccs1)S(=O)(=O)c1ccc(Cl)cc1	0%	1%	-12%	1.6%
CCCCN(CC)CCNC(=O)Cn1cnc2sc(C)c(S(=O)(=O)N3CCOCC3)c2c1=O	7%	9%	5%	-0.6%
Cc1ccc2nc(-c3ccc(N)cc3)sc2c1S(=O)(=O)O	16µM*	-8%[1.84 µM]	-89%[inhibitor]	1.9%
Cn1c(SCCS(=O)(=O)c2ccc(Cl)cc2)nnc1-c1ccccc1	0%	0%	-11%	0.9%
COc1cccc(CNC(=O)C(NS(=O)(=O)c2ccc3nc(C)sc3c2)C(C)C)c1 (stereo not drawn)	-13%	12%	27%[10.9 µM]	?
CCOC(=O)c1sc(NS(=O)(=O)c2ccc(NC(C)=O)cc2)nc1C	5%	-8%	10%	0.8%
COC(=O)c1cc2c(cc1Cl)SC(=NCCCN1CCOCC1)NS2(=O)=O	1%	-1%	-9%	2.2%
CSc1nsc(SC)c1C(=O)OCC(F)(F)F	4%	-12%	-9%	0.2%

Bioassay records from PubChem.
